High-throughput results as filed in PubChem.
ALOX12 inh: blocks human arachidonate 12S-lipoxygenase; P18054; purified 12hLO, xylenol orange hydroperoxide absorbance; Potency, µM (doses to about 108 µM), inactives show at the highest dose activity change, negative = inhibition, usual class: inhibitors; 1.1% of 580,000 active; AID 1671190; active = well fitted inhibition curve with a large enough effect; inconclusive = small, poorly fitted or top-dose-only effect, or another doubt; inactive = no such curve, though single readings can be large or run the other way
Target sequence (P18054 whole entry, looked up): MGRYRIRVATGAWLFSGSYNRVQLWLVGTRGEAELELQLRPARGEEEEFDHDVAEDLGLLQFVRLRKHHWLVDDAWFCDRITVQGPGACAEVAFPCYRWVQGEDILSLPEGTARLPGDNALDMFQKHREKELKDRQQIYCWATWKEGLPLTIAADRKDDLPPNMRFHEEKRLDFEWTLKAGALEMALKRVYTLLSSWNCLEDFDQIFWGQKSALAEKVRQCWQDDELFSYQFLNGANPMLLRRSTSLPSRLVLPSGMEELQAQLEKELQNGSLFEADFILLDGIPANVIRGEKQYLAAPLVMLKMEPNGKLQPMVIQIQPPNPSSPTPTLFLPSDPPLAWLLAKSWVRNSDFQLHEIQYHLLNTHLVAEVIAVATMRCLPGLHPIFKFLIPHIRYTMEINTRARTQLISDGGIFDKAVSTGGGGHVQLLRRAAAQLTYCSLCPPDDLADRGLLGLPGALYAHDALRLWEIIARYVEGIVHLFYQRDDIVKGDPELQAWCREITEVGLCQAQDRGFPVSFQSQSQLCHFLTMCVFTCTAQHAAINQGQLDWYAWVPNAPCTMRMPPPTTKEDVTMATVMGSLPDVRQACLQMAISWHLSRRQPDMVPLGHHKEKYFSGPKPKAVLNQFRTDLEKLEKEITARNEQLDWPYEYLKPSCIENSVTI
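Hydroperoxide product was detected by ferrous iron/xylenol orange as the 573 to 405 nm absorbance ratio. Arachidonic acid at 40 uM (final) was turned over for 30 min at room temperature by 150 nM human 12hLO, pH 7.0 Hepes buffer, after 15 min compound preincubation.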
* = called active by the depositor; ? = inconclusive; [ ] = dose if it differs, or a comment. % is scaled to controls: 0 for no effect and ±100 for the full control effect; potency is read from the fitted curve at half-maximal effect.

SMILES	ALOX12 inh
O=C(CSc1nnnn1C1CCCC1)NC(c1ccccc1)c1cccs1 (stereo not drawn)	-4.6%
CCOC(=O)c1cccc(C(=O)O)n1	?
Cc1ccc(NC(=O)CCNC(=O)Cc2ccccc2)cc1C	-12.2%
CCCN1CCN(C(=O)CC2CCCN(c3cnn(CCOC)c(=O)c3)C2)CC1 (stereo not drawn)	32.1%[activator]
CN(C)Cc1cc(C[C@@H]2C[C@H](NCc3ccc(F)cc3)C2(C)C)no1	59.4%[activator][176 µM]
CCc1ccc(NC(=O)COc2cccc(-c3nnc4n3CCCC4)c2)cc1	26.4%
CC(C)Oc1cccc(C(=O)Nc2cc(C(C)(C)C)on2)c1	-1.1%
CNC(=O)CCc1ccnc(N2CCCC2)c1	24.9%
CC(=O)c1cccc(Nc2nc3ccccc3nc2NS(=O)(=O)c2cccc(C)c2)c1	-14.6%
Cc1ccc(C(=O)N2CCC(N3C(=O)C(O)C34CCCCC4)CC2)s1 (stereo not drawn)	-6.5%
COc1ccc(CN2CCC3(CC(c4cccc(C(F)(F)F)c4)=NO3)C2)cc1 (stereo not drawn)	3.2%[6.33 µM]
COc1ccc(NC(=O)N2Cc3[nH]cnc3C[C@H]2c2nc(-c3ccc(OC)cc3)no2)cc1	32.0%[activator]
O=c1c2cnc3nc(C(F)(F)F)nn3c2ccn1-c1ccc(F)c(F)c1	-0.2%
CN(CC(=O)N[C@H]1CCOC[C@H]1C1CCOCC1)Cc1ccccc1F	78.7%[activator]
COC(=O)c1ccc(CNC(=O)NOCc2ccccc2)cc1	?
CN(CC1CCCO1)C(=O)c1coc(COc2cccc(C(F)(F)F)c2)n1 (stereo not drawn)	26.0%
C=CCSc1nc2c(c(=O)[nH]c(=O)n2C)n1CCCCCC	?
NCC(Cc1ccccc1F)c1ccccc1 (stereo not drawn)	1.2%
O=C1COc2ccc(-c3csc(Nc4ccc(F)c(Cl)c4)n3)cc2N1	?
Cc1cc(C(=O)N2CCC(Cc3nc(-c4ccccc4)n[nH]3)CC2)nn1C	24.2%
CCc1ccc2oc(=O)cc(CN3CCN(CC(=O)Nc4ccc5c(c4)OCCO5)CC3)c2c1	16.7%
N#Cc1cc(C(=O)c2ccccc2OCC(=O)Nc2ccc(F)cc2)cn(C2CCCCC2)c1=O	-0.3%
CCCN1CCCC12Cc1ccccc1CN(C(=O)CNC(C)=O)C2 (stereo not drawn)	0.5%[6.33 µM]
Cc1ccccc1NC(=O)Nc1ccc2c(c1)N(C(=O)c1ccccc1)CC2	-5.2%
CCNC(=O)C1(C)CCCN(C(=O)c2ccccc2Br)C1 (stereo not drawn)	-24.1%

(continued)
SMILES	ALOX12 inh
Cc1ccc(C(=O)NCC(=O)N2CCN(c3ccccn3)CC2)cc1	19.4%
CC(C)C(NC(=O)NCc1ccn[nH]1)c1ccc2c(c1)OCCCO2 (stereo not drawn)	-1.2%
N#Cc1cccc(C(=O)OCc2cccnc2)c1	?
Cc1nc(C(=O)Nc2nc(C(C)(C)C)cs2)nn1-c1ccc(Cl)cc1	6.7%
COCCNC(=O)CCCN1C(=O)COc2ccc(C(=O)COc3cc(C)ccc3F)cc21	24.4%
Cc1cccc(CN2CCc3nnc(C(C)NC(=O)C4CCOCC4)n3CC2)c1 (stereo not drawn)	12.0%
CC(C)(CC(=O)O)CC(=O)N1Cc2[nH]cnc2C[C@H]1C(=O)NC1CCCCC1	-2.6%[176 µM]
Cc1cn2nc(C(=O)N3CCC(C(=O)NC4CCCCC4)CC3)cc2c(=O)[nH]1	18.4%
COc1cccc(-c2cc(C(=O)NCCn3nc(C)c(Cl)c3C)[nH]n2)c1	8.5%
N#Cc1ccc(OCc2cccc3cccnc23)cc1	-3.4%
C=CCNC(=O)N1CCOC(CN(CC(C)C)C(=O)c2ccccc2)C1 (stereo not drawn)	43.9%[activator]
Cc1ccc(C2(C(=O)N3CCN(Cc4ccccc4)CC(O)C3)CC2)cc1 (stereo not drawn)	26.7%
Cc1ccc(-c2cc(C(=O)O)c3cc(Br)ccc3n2)cc1C	3.8%
CSc1ccc(CNC(=O)c2cc3c(=O)[nH]c(C)cn3n2)cc1	-15.6%
OC[C@@H]1CNC[C@H]1C1CCN(C2CCOCC2)CC1	22.8%
Cc1nc2cc(NS(=O)(=O)c3ccc(C#N)cc3)ccc2o1	-27.1%
Cc1cc(C(=O)C(C)Sc2nnnn2C2CCCC2)c(C)n1Cc1ccco1 (stereo not drawn)	?
NS(=O)(=O)c1ccc(C(=O)N2CCCC(c3ccn[nH]3)C2)cc1 (stereo not drawn)	9.5%
CCOC(=O)c1cnc2ccccc2c1N1CCOCC1	-28.9%
CCC(CC)NC(=O)C1Cn2cccc2C(=O)N1Cc1ccccc1 (stereo not drawn)	-0.5%
CC(C)C(NC(=O)c1ccc(C23CC4CC(CC(C4)C2)C3)cc1)C(=O)O (stereo not drawn)	-26.2%
O=S(=O)(c1ccc2c(c1)CCC2)N1CCCCC1c1nc(CCOCC2CC2)no1 (stereo not drawn)	2.5%
COc1ccc(-c2nc(CSCC(=O)NCc3cccnc3)c(C)o2)cc1	41.6%[activator]
CCOC(=O)C1(C(F)(F)F)N=C(c2ccc(OC)cc2)OC(N(C)C)=N1 (stereo not drawn)	0.6%
COc1cc2c(cc1OC)C(CNC(=O)C=Cc1ccccc1)C2 (stereo not drawn)	-13.6%

New compounds follow:
SMILES	ALOX12 inh
CNC(=O)[C@@H]1CN(C(=O)Cn2c(=O)oc3ccccc32)C[C@H]1c1nc(C)no1	5.3%
CCCCCCCCN1C(=O)[C@@H](CC(=O)NCCCOCCCC)C[C@@]2(C(=O)OC)C1=C[C@H](C(C)(C)C)O[C@@H]2C	-6.8%
CCOc1ccccc1C(=O)N1CCN(c2cc(C(F)(F)F)nc(C)n2)CC1	25.4%
COCCCn1c(C)cnc1C1CCN(C(=O)Nc2ccc3c(c2)OCCO3)C1 (stereo not drawn)	61.7%[activator]
Cc1ccc(C(=O)N2CCN(c3nnc4c(Cl)cccn34)CC2)cc1F	77.4%[activator]
CCCc1ccc2oc(C(=O)NCCc3nncn3CC)c(C)c2c1	41.0%[activator]
CC(C)C(=O)N1N=C(c2cc(Cl)ccc2Cl)CC1c1ccc2nccnc2c1 (stereo not drawn)	?
O=C(c1ccc(=O)[nH]c1)N(c1ccccc1)C(CCc1ccccc1)c1nc2ccccc2[nH]1 (stereo not drawn)	-14.8%
CC(=O)c1cccc(NC(=O)C2Cc3c(-c4ccco4)ccnc3O2)c1 (stereo not drawn)	1.2%
O=C(C=Cc1ccc(CN(CCO)CCc2c[nH]c3ccccc23)cc1)NO	33.0%[57.4 µM]
Cc1ccc(C(=O)/C=C/c2cccc(/C=C/C(=O)c3ccc(C)o3)c2)o1	?
COC(=O)[C@H](NC(=O)[C@@H]1[C@@H](NC(=O)Nc2ccc(F)cc2F)CCN1C(=O)c1cnccn1)C(C)C	25.8%
CCN(CC)C(=O)C1=C(C)N(Cc2ccc(OC)cc2)C(=O)C(CC(=O)NCc2cccs2)C1 (stereo not drawn)	-52.8%
CN(c1cc(=O)c2ccnc(-c3ccccc3Oc3ccccc3)c2o1)C1CCOCC1	-26.8%[176 µM]
CCN1C[C@@H]2C(C(=O)Nc3cccc(Cl)c3)=NO[C@@H]2C1	?
COc1ccc(-c2noc(-c3nc(C)no3)n2)cc1	45.5%[activator]
COc1ccc(CCC(=O)NCCc2ncc(C)n2C2CCC2)cc1	77.9%[activator]
CC(O)CNc1nc2c(c(=O)n(C)c(=O)n2C)n1Cc1ccc(Br)cc1 (stereo not drawn)	-3.0%
CNC(=O)c1onc(-c2ccc(OC)cc2)c1[C@H](C)O	45.4%[activator][176 µM]
CC1CCc2nn3ccn(CC(=O)Nc4ccccc4)c(=O)c3c2C1 (stereo not drawn)	48.0%[activator]
COc1ccccc1OC(=O)c1ccccc1C	-6.9%
Cc1ccc(CN(C(=O)CCc2cccs2)C2CC2)cc1	-0.1%
CC(C)(C)c1ccc(C(=O)N2CCN(C/C=C/c3ccccc3)CC2)cc1	?
CC1(C(=O)NS(=O)(=O)c2ccccc2Cl)CCN1C(=O)Cc1ccccc1Cl (stereo not drawn)	12.4%
CC1CCN(CC(=O)NC(c2cccs2)C(C)C)CC1 (stereo not drawn)	-40.0%

Retrieved by compound from the list above, 6 records:
SMILES	ALOX12 inh
CCOc1ccccc1C(=O)N1CCN(c2cc(C(F)(F)F)nc(C)n2)CC1	25.4%
CNC(=O)c1onc(-c2ccc(OC)cc2)c1[C@H](C)O	45.4%[activator][176 µM]
CCN1C[C@@H]2C(C(=O)Nc3cccc(Cl)c3)=NO[C@@H]2C1	?
CC1(C(=O)NS(=O)(=O)c2ccccc2Cl)CCN1C(=O)Cc1ccccc1Cl (stereo not drawn)	12.4%
COCCCn1c(C)cnc1C1CCN(C(=O)Nc2ccc3c(c2)OCCO3)C1 (stereo not drawn)	61.7%[activator]
Cc1ccc(CN(C(=O)CCc2cccs2)C2CC2)cc1	-0.1%

Following part
SMILES	ALOX12 inh
COc1ccc(C(=O)c2[nH]c(N)c(C(=O)NCCc3c[nH]c4ccccc34)c2-c2ccccc2C(F)(F)F)cc1	-1.5%
CCCc1noc(C(C)Sc2cc(C(N)=O)c3ccccc3n2)n1 (stereo not drawn)	-5.9%
Cc1ccc(-n2cc(CN3CCn4nc(C(O)c5nccn5C)cc4C3)cn2)cc1 (stereo not drawn)	26.8%
O=C1COc2ccc(N3CCCC3)nc2CN1Cc1ccccc1	71.8%[activator][176 µM]
Cc1nn(CC(=O)NC2CCCCC2)c(=O)c2nc(C(C)C)sc12	34.1%[activator]
C[C@@H]1CN([C@H](C)CO)C(=O)c2cc(Br)cnc2O[C@@H]1CN(C)Cc1cncnc1	32.0%[activator]
CC(=O)Nc1ccc(OCC(=O)N2CCC(C)CC2)nc1	16.2%
Cc1noc(C)c1-c1cc2cc(CO)oc2c(-c2ccc([S+](C)(=O)[O-])cc2)n1	-0.3%[176 µM]
CCOC(=O)C1CSCCS(=O)(=O)N1Cc1ccc(F)cc1F (stereo not drawn)	20.5%
O=c1c2ccccc2nnn1CCc1ccccc1	1.9%
O=C(Cn1nc2c(cc1=O)CCCC2)Nc1ccc(N2CCCS2(=O)=O)cc1	28.6%
Cc1ncc2c(c1CNC(=O)c1cncs1)CCN(C(=O)c1ccc(-c3ccccc3)cc1)C2	15.7%
CC(=O)N/N=C(\C)C1CC2CCC1C2 (stereo not drawn)	3.3%
Cc1ccc(-c2nn(CCC(=O)N3CCOCC3)c(=O)c3ccccc23)cc1	-20.5%
COc1ccc(CNC(=O)c2c(C)noc2-c2ccc(OC)cc2)cc1	51.1%[activator]
CCOC(=O)C(CNC(=O)c1nccnc1N)Cc1ccccc1 (stereo not drawn)	-48.2%
C[C@@H]1CC2=C(C(=O)OC(C)(C)O2)[C@@H](C2CC2)O1	0.0%
Cc1ccc(CN(C)C2CCc3nn(C)c(=O)n3CC2)o1 (stereo not drawn)	42.1%[activator]
Cc1ccc(SC(C)C(=O)NN=C2CCC(C(C)(C)C)CC2)cc1 (stereo not drawn)	14.9%
CCc1ccc(C(=O)CC(c2ccccc2)C2CCCCC2=O)cc1 (stereo not drawn)	18.9%
COc1ccc(-n2nc3ccc(N)cc3n2)cc1	?
COc1cc(-c2ccnc(-c3nnc(C)n3Cc3ccccc3)c2)ccn1	59.5%[activator][176 µM]
COc1ccc(Nc2ncc(-c3cnn(C)c3)c3c2OCC3)cc1	-17.3%[176 µM]
CCCCNC(=O)c1ccc(Cl)cc1	4.6%
Cn1cccc1CN1CCC2(CC(c3cccc(C(F)(F)F)c3)=NO2)C1 (stereo not drawn)	-1.1%[6.33 µM]

(next part)
SMILES	ALOX12 inh
C=CCC1(OC)CCN(C(=O)c2cnn3cc(CN(CC)CC)cnc23)CC1	67.2%[activator]
CNC(=O)C1CCN(C(=O)c2ccc(C)cc2)CC1	26.7%
CN(C)c1ccc(CN[C@H]2[C@H](O)[C@@H](N(C)CCc3ccccn3)[C@@H]3OC[C@H]2O3)cc1	36.9%[activator][176 µM]
O=C(CCC[C@H]1NC[C@@H]2CC1CN(Cc1ccccc1)C2)N1CCOCC1	-8.2%
CCCNC(=O)C1(C)CCCN(C(=O)Cc2ccc3ccccc3c2)C1 (stereo not drawn)	12.4%
Cc1ccc(C)c(C(=O)/C=C/Nc2ccc(N(C)C)cc2)c1	29.0%
Cc1noc(C)c1CC(=O)N(C)C1CCc2nnc(C)n2CC1 (stereo not drawn)	10.5%
COc1ccc(-c2ccc(COc3ccc4c(cnn4CCC(=O)O)c3)cc2)c(C)c1	?
COc1ccccc1-c1nnc2n1C(C(=O)N1CCOCC1)CC2 (stereo not drawn)	-8.7%[6.33 µM]
Cn1ncc2c(C(=O)N3CCC(C#N)CC3)cc(-c3cc(Cl)cc(Cl)c3)nc21	?
Cc1nc(N/N=C/c2cccnc2)cc(N2CCOCC2)n1	-2.4%
O=S(=O)(Nc1nc2ccccc2nc1NCc1ccc(Cl)cc1)c1ccccc1	14.7%
COC(=O)c1cc2c(c3c4cc(F)ccc4n(S(=O)(=O)c4cccc(C)c4)c13)C(=O)N(Cc1ccco1)C2	?
CC(O)CNC(=O)c1ccccc1 (stereo not drawn)	28.0%
CC(C)C(N)c1csc(Nc2ccc(C(=O)N(C)Cc3ccccc3)cn2)n1 (stereo not drawn)	8.0%
CC(=O)N1CCc2nn(CC(=O)Nc3ccccc3C)c(=O)cc2C1	40.0%[activator]
COc1ccc(OCCn2cc(S(=O)(=O)N3CCCC3)ccc2=O)cc1	-1.4%
COc1ccc(C(=O)N2CC[C@H](c3nc4ccccc4n3C)C2)cc1OC	10.6%[176 µM]

Molecules listed so far that contain a tert-butyl group (five):
SMILES	ALOX12 inh
CC(C)Oc1cccc(C(=O)Nc2cc(C(C)(C)C)on2)c1	-1.1%
Cc1nc(C(=O)Nc2nc(C(C)(C)C)cs2)nn1-c1ccc(Cl)cc1	6.7%
CCCCCCCCN1C(=O)[C@@H](CC(=O)NCCCOCCCC)C[C@@]2(C(=O)OC)C1=C[C@H](C(C)(C)C)O[C@@H]2C	-6.8%
CC(C)(C)c1ccc(C(=O)N2CCN(C/C=C/c3ccccc3)CC2)cc1	?
Cc1ccc(SC(C)C(=O)NN=C2CCC(C(C)(C)C)CC2)cc1 (stereo not drawn)	14.9%

A portion of the library, so the mix of outcomes need not match the whole.
